High-throughput results deposited in PubChem BioAssay by Broad Institute.
esBAF inh – inhibitors of esBAF chromatin remodeling in mouse ES cells. Bmi1-luciferase knock-in reporter, 24 h; 100% = twice the neutral-well signal. reporter increase, % at 12.5 µM. 2% of 350,000 active. AID 602393; in the data active = activation above about 40%; inconclusive = no clear call, values can overlap the other calls;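 note: 0% = median of the plate's neutral control wells and 100% = double that signal; a rise in the Bmi1 reporter signal indicates esBAF inhibition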
ERp5 inh – blocks human ERp5 reductase activity on insulin; inhibition, % at 9.99 µM; Q15084; ERp5 insulin aggregation, absorbance 650 nm, 90 min; 0.05% of 350,000 active;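 active = mean replicate inhibition above about 25%, with every replicate also reaching it, limit read from the data, passing the limit was not always enough; inconclusive = only one of those two criteria met; inactive = neither criterion met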
Target sequence (Q15084 whole entry, looked up): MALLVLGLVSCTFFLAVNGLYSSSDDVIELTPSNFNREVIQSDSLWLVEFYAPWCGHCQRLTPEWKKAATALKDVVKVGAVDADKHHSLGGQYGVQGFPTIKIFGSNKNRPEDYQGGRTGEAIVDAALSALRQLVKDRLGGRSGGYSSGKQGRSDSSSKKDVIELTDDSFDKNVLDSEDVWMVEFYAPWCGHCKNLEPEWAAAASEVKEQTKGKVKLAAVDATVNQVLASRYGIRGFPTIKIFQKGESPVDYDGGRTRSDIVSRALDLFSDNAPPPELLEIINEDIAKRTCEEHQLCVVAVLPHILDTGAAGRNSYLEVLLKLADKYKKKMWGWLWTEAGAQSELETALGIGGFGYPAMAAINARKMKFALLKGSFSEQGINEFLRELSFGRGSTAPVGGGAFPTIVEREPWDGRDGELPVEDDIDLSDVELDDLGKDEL
RAD54 branch – inhibitors of human RAD54 branch migration | inhibition, % at 10.4 µM | Q92698 | RAD54 Holliday junction branch migration, FAM/BHQ fluorescence | AID 602329 | 0.14% of 360,000 active;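 active = mean normalized replicate activity at least 40 and at least half of replicates scoring 40 or more; inconclusive = only one of the two criteria met; inactive = mean below 40 and under half of replicates reaching 40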;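 note: 0% = median of neutral control wells and 100% = median of positive control wells; inhibitors cause a drop in the FAM fluorescence signal; in these data hits start at about 50%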
S100A4 MyoIIA – inhibitors of human S100A4 binding to myosin IIA peptide; 0.14% of 360,000 active; inhibition, % at 10.7 µM; S100A4/TAMRA-MyoIIA peptide fluorescence polarization;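 active = mean inhibition of at least 70% across replicates, with every replicate also reaching that level; inconclusive = mean inhibition reaches 70% but some replicates fall short; inactive = mean inhibition below 70%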
Target sequence (P26447 whole entry, looked up): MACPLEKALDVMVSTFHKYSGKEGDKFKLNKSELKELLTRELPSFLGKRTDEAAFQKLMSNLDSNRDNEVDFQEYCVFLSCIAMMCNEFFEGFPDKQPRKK
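Compound dosing: one dose per compound; test system: human S100A4 monomer with TAMRA-labelled myosin IIA peptide; probe or stimulus: TAMRA-labelled myosin IIA heavy-chain peptide probe, 5 nM; medium: HEPES buffer with Ca2+, pH 7.2; schedule: 5 min incubation before reading; benchmarks: neutral control DMSO, positive control TFP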
E-selectin induc – E-selectin induction on HUVECs; HUVEC E-selectin immunofluorescence imaging; normalized: neutral wells 0, TNF-alpha wells 100; activation, % at 7.58 µM; 0.37% of 260,000 active;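 active = mean E-selectin-positive cell signal at least 10% of the positive control, reached in at least 60% of replicates, without over 20% cell loss; inconclusive = no rule given, readout overlaps actives, possibly toxicity-flagged; inactive = the rest, including those meeting only one limit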;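 note: in these data hits start at about 27%; measured in HUVEC primary endothelial cells; signal is the percent of cells scored E-selectin positive by PE staining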
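Read-out: % PE-positive cells | Test system: HUVEC | Doses: One compound dose added by pin transfer | Buffer or medium: EGM-2 over gelatin coat | Signal: Immunofluorescence imaging | Benchmarks: TNF-alpha, DMSO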
Xi reactivation – X-chromosome reactivation activator. XiGFP mouse fibroblasts, % GFP-positive cells imaging, 3 d; cells co-treated with 5-aza-dC sensitizer; scaled so ellipticine positive control = 100%. activation, % at 7.58 µM. 0.055% of 360,000 active. AID 743238;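 active = mean normalized replicate activation at least 10% and every replicate at or above 10%; inconclusive = only one of the two criteria met; inactive = mean below 10% and not all replicates reach 10%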;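 note: 0% = median of on-plate neutral control wells and 100% = ellipticine 6 µM median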
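assay system = SV40-immortalized XiGFP fibroblast cells, line 68-5-11 | buffer or medium = DMEM plus 5-aza-dC sensitizer | doses = single-point pinned compound dosing | times = 3-day compound exposure, then 15 min fixation at room temperature | benchmarks = positive control ellipticine, 6 µM final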
RAD52 inh – RAD52 (human) annealing inhibition; inhibition, % at 18.7 µM; 0.46% of 360,000 active; recombinant RAD52 DNA annealing, FRET fluorescence; AID 651710; P43351;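 active = every replicate showing at least 50% inhibition; inconclusive = mean inhibition at least 50% but not in every replicate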
Target sequence (P43351 whole entry, looked up): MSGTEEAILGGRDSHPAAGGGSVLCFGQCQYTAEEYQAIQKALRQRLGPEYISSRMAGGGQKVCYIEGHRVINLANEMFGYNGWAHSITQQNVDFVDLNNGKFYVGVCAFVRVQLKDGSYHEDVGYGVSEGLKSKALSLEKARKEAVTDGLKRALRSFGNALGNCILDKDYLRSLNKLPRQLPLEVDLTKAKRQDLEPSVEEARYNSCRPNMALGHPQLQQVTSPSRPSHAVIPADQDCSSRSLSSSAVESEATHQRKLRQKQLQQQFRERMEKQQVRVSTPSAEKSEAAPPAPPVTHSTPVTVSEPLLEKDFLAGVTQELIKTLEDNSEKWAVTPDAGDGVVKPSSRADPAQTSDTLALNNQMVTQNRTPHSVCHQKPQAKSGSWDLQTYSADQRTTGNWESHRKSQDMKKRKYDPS
ERAP1 HTS inh – ERAP1 (human) enzyme inhibition; Q9NZ08; recombinant ERAP1, Leu-AMC fluorescence, 60 min; inhibition, % at 10.7 µM; 0.15% of 340,000 active; AID 652197;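 active = mean replicate inhibition of at least 30%, or all replicates individually reaching that 30% level; inactive = mean below 30% and not every replicate reaching it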;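 note: 0% = neutral control wells and 100% = L-leucinethiol positive control wells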
* = called active by the depositor; i = inactive; ? = inconclusive; · = not tested or not shown; & = joins results of further samples. Random draw from the library, and some 2.5% of all compounds hit somewhere here.

Values run as follows: esBAF inh	ERp5 inh	RAD54 branch	S100A4 MyoIIA	E-selectin induc	Xi reactivation	RAD52 inh	ERAP1 HTS inh
- C[C@@H]1CN([C@@H](C)CO)C(=O)c2cc(NC(=O)CCC(F)(F)F)ccc2O[C@@H]1CN(C)S(=O)(=O)c1cn(C)cn1
→ 4.9	-0.8	-15.7	0.2	-12.4	0.0	4.8	-0.6
- CN1CCC(N(C)S(=O)(=O)c2ccc(NC(=O)c3cccc(C#N)c3)cc2)CC1
→ 0.3	-13.6	1.5	0.9	1.5	0.0	1.5	2.3
- Cc1c2c(n3c(nc4ccccc43)c1C#N)N(CCN1CCOCC1)CC2
→ ·	0.0	·	-6.4	1.9	0.0	-28.8	2.2
- Cc1nc2c(-c3ccc(Cl)cc3)c(C)[nH]n2c(=O)c1Cc1ccccc1
→ ·	-4.4	·	1.2	·	0.0	-5.3	4.1
- Cc1ccc(-c2n[nH]c(=S)n2/N=C/c2sccc2C)cc1
→ ·	1.0	·	-1.7	-0.1	0.1	-6.2	-0.4
- Cc1cccc(C(=O)Nc2ccccc2NC(=O)c2cccc(C)c2)c1
→ 2.7	3.4	-0.9	-9.0	0.1	0.0	-13.0	-2.2
- O=C(CN1CCCC1=O)NC1CCCc2c1cnn2-c1cc(F)cc(F)c1 (configuration not stated)
→ 18.5	-9.2	6.2	9.4	8.7	0.3	-10.2	-4.6
- O=C(CCN=C1NS(=O)(=O)c2ccccc21)OCC(=O)c1ccc(F)cc1
→ 1.6	0.7	1.8	1.6	-1.8	0.1	-4.9	0.3
- C[C@@H]1CN([C@@H](C)CO)C(=O)CCCn2cc(nn2)CO[C@H]1CN(C)C(=O)Oc1ccccc1
→ 1.4&1.5	3.3&2.3	-10.9&2.4	-0.9&-17.5	-0.5&0.0	0.2&-0.1	-11.6&-5.9	-0.5&2.9
- CC(=O)c1c(C)[nH]c(C(=O)CSc2nnc(N)s2)c1C
→ ·	-0.8	·	1.4	·	0.0	-11.7	-1.8
- COc1ccc2cc(CNCCOCCOCCNCc3ccc4cc(OC)ccc4c3)ccc2c1
→ ·	5.9	·	0.9	0.0	0.6	63.5*	-26.1
- C/C=C/c1ccc([C@H]2[C@@H](CO)N(CC3CC3)C23CN(C(=O)COC)C3)cc1
→ ·	-5.7	·	-4.6	0.0	0.0	24.0	3.2
- O=C(O)[C@H](Cc1ccccc1)NC(=O)N1CCN(c2cccc(C(F)(F)F)c2)CC1
→ -2.7	-0.5	-1.1	-5.3	-0.2	0.0	-15.1	0.1
- CC1CCCCC12NC(=O)N(CC(=O)c1ccc(Cl)s1)C2=O (configuration not stated)
→ 6.7	-12.7	-12.2	-1.7	·	0.3	-20.6	2.8
- CCN(CC)c1ccc(C=O)c(OC)c1
→ -10.6	-1.9	-2.5	7.8	-1.0	0.0	-11.9	-0.3
- COc1ccc(S(=O)(=O)Nc2cccc3c2O[C@@H](CN(C)Cc2ccccc2)[C@@H](C)CN([C@H](C)CO)C3=O)cc1
→ -4.7	2.2	9.2	-11.4	·	-0.9	1.8	1.3
- O=C(C[C@H]1CC[C@@H]2[C@H](COC[C@@H](O)CN2Cc2ccc(F)cc2)O1)NCc1ccccc1Cl
→ -6.6	3.3	1.9	-2.8	-0.1	-0.1	8.3	-1.4
- CC(C)(O)C(=O)NNC(=S)NCc1ccco1
→ ·	0.0	·	-4.0	·	0.0	13.7	-1.6
- COc1ccc2c(CN(Cc3ccccc3)Cc3ccccc3)cc(=O)oc2c1
→ 6.7	-3.1	-4.2	-2.4	-0.2	0.2	-21.3	12.5
- CN1C(=O)c2cc(NC(=O)C3CCCC3)ccc2OC[C@@H]2O[C@@H](CC(=O)Nc3ccccc3)CC[C@@H]21
→ 2.9	-2.1	0.1	-7.5	?	-0.1	4.6	1.6
- Cc1noc(C)c1NC(=O)Nc1ccc2c(c1)C(=O)N([C@@H](C)CO)C[C@@H](C)[C@H](CN(C)Cc1ccncc1)OCCCC[C@@H](C)O2
→ -0.2	-7.2	-2.6	-2.7	0.1	-0.1	-2.2	2.2
- CCCCn1c(N)c(N(C)C(=O)c2cn(-c3ccccc3)nc2-c2ccccc2)c(=O)[nH]c1=O
→ 4.0	-8.5	-18.1	2.8	-0.1	-0.1	8.0	-3.5
- O=C(Cn1nc(-c2ccco2)ccc1=O)Nc1cc(C(F)(F)F)ccc1Cl
→ 2.1	8.3	7.8	2.2	3.9	0.0	-24.4	0.0
- CC(C)(C)c1ccc(OCCNCc2ccccc2)cc1
→ -13.4	-4.4	9.6	-1.5	0.3	-0.1	5.9	6.6
- CC(=O)N(c1nc(/C=C\C(=O)O)cs1)c1ccccc1F
→ -1.0	-8.8	8.1	-7.9	-0.2	0.2	-10.9	·
- Cc1ccccc1N(C(=O)CCC(=O)Nc1ccccn1)C(C(=O)NC(C)C)c1ccc(F)cc1 (configuration not stated)
→ 0.0	2.0	-10.4	-5.0	·	0.0	-6.5	-7.2
- CCOc1ccc(/C=N/OC(C)C(=O)NCc2ccc3c(c2)OCO3)cc1 (configuration not stated)
→ -8.8	-1.2	·	2.5	-0.2	0.1	-11.9	-1.1
- CC1(C)CC(NC(=O)c2ccccc2F)CC(C)(C)N1
→ -9.5	-0.6	-1.3	-2.4	1.6	0.1	-8.8	14.1
- O=C(O)C1=C[C@H](c2csc3ccccc23)C[C@H](OCc2ccc(CO)cc2)O1
→ 0.5	-6.4	3.4	-2.8	0.0	0.0	-12.0	1.0
- CCN(CC)C(=O)CSC(Nc1cccc(F)c1)=C(C#N)C#N
→ ·	0.7	-60.8	-40.6	·	1.1	i	1.5
- Cc1cccc(N2CCN(c3ccc4cc(S(=O)(=O)N5CCCCC5)ccc4n3)CC2C)c1 (configuration not stated)
→ -19.0	-6.7	-2.8	-9.5	·	0.0	-3.8	1.2
- CCOc1cc(CNCCCN2CCOCC2)cc(Br)c1OCc1ccccc1Cl
→ -46.5	0.4	6.0	-4.5	·	0.2	50.1*	7.8
- CNc1ccc(/C=C/C(=O)c2ccc(C)cc2)cc1[N+](=O)[O-]
→ ·	2.0	·	10.9	0.1	0.0	-125.4	1.2
- Cc1cc(C)c(OCC(=O)N(C)CC(=O)Nc2ccc(N3CCOCC3)cc2)c(C)c1
→ ·	-1.9	-7.1	-2.9	-0.3	0.0	-5.8	0.3
- COc1cccc(NC(=O)C(C)N2C(=O)c3ccccc3C2=O)c1 (configuration not stated)
→ -4.0	-0.5	-7.7	-1.7	·	0.1	-2.3	0.0
- O=C(Nc1ncccc1O)c1ccc(Oc2ccccc2)cc1
→ -1.2	0.0	-4.5	-1.5	·	0.2	-3.3	3.7
- CO[C@H]1CN(C)C(=O)c2cc(NC(=O)Nc3cc(F)ccc3F)ccc2OC[C@@H](C)N(C)C[C@@H]1C
→ -2.2	-15.2	2.9	17.1	0.0	0.2	2.3	-0.4
- Cc1ccc2nsnc2c1S(=O)(=O)N1CCN(C)CC1
→ -5.0	2.4	4.7	0.7	·	0.1	-6.5	-1.6
- NC(=O)c1cnn(-c2cccc(Cl)c2)c1N
→ ·	2.0	·	-1.5	-0.4	-0.2	-8.9	·
- Cc1ccc(C(=O)CCC(=O)OCC(=O)NNC(=O)c2ccc([N+](=O)[O-])cc2)cc1
→ -3.7	5.5	3.7	4.6	-0.2	-0.1	-2.0	0.8
- O=C(CN(Cc1ccc(F)cc1)C(=O)CCC(=O)Nc1nccs1)NCc1ccc(F)cc1
→ 4.9	6.8	-6.6	3.1	-0.2	0.4	-7.6	-4.5
- O=Cc1ccc(-c2cccc(C(=O)O)c2)o1
→ 27.6	-12.1	0.8	-3.5	·	0.2	-8.4	-0.3
- Nc1c(C(=O)c2cccs2)sc2nsc(SCCN3CCCCC3)c12
→ ·	-3.3	-100.5	-6.2	·	113.8*	i	0.3
- COc1ccc(N2CCN(C(=O)C3Cc4ccccc4CN3C(=O)c3ccco3)CC2)cc1 (configuration not stated)
→ -8.4	3.4	0.7	-11.2	0.3	0.0	-10.6	-2.2
- CCN(C(=O)COc1cccc(-n2cnnn2)c1)C1CCS(=O)(=O)C1 (configuration not stated)
→ 0.0	0.2	11.7	-0.6	0.0	0.2	-1.0	1.5
- C[C@H]1CN([C@@H](C)CO)C(=O)c2cc(-c3ccccc3F)cnc2O[C@@H]1CN(C)Cc1ccccc1F
→ 4.1	-4.1	-0.4	0.2	0.1	-1.0	-0.6	0.8
- Cc1c(C(=O)NCc2c(F)cc(F)cc2F)oc2ccc(S(=O)(=O)N3CCOCC3)cc12
→ 12.1	-3.0	-6.4	-2.3	-0.3	0.0	-17.9	4.2
- CCc1ccc2nc(N(CCCN(C)C)C(=O)c3ccc(C(=O)c4ccccc4)cc3)sc2c1
→ -10.0	2.2	21.1	2.4	-0.3	0.1	48.6	-0.5
- C/C=C/c1ccc2c(c1)O[C@H](CN(C)C(=O)c1ccncc1)[C@H](C)CN([C@H](C)CO)S2(=O)=O
→ 3.5	-2.5	2.8	-3.3	-0.8	-0.8	13.7	7.8
- O=C(CC(Cc1ccccc1)C(=O)O)Nc1ccc(F)cc1 (configuration not stated)
→ 4.0	0.3	3.2	-1.1	·	0.0	1.7	-2.9

Following part
Values run as follows: esBAF inh	ERp5 inh	RAD54 branch	S100A4 MyoIIA	E-selectin induc	Xi reactivation	RAD52 inh	ERAP1 HTS inh
- Cc1cccc(S(=O)(=O)N2CC[C@@H]3[C@H](CO)Nc4ccc(C5=CCCCC5)cc4[C@@H]32)c1
→ 3.0	5.7	6.8	13.8	0.2	0.1	-2.1	-0.2
- CCOC(=O)[C@H]1[C@H]2COc3ccc(Br)cc3[C@@H]2N2C(=O)CN(Cc3ccc(Cl)cc3)C(=O)[C@@]12C
→ -0.3	6.2	1.4	-8.6	0.0	-0.1	7.6	1.3
- COc1cccc(CNC(=O)Cn2c(=O)oc3ccccc32)c1OC
→ 4.5	-2.9	11.7	10.3	0.1	-0.1	-1.6	-8.1
- N#Cc1nc(COc2cccc(Cl)c2)oc1N1CCCC1
→ 7.5	-3.6	-17.3	-6.4	0.1	0.1	-1.0	4.2
- O=C(N/N=C/c1ccc2c(c1)OCCO2)c1ccncc1
→ ·	6.6	8.1	1.4	-0.1	0.0	-20.3	·
- Cc1ccc(S(=O)(=O)CCC(=O)NCCN2C(=O)S/C(=C/c3ccc(F)cc3)C2=O)cc1
→ ·	1.9	·	-2.4	·	0.0	-25.7	-0.3
- CO[C@@H]1CN(C)C(=O)c2ccc(NC(=O)Nc3ccc(F)cc3)cc2OC[C@@H](C)N(C(=O)c2ccc(F)cc2)C[C@H]1C
→ 22.4	-1.2	-12.6	6.5	44.1*	0.3	-71.9	2.7
- O=C1CCCN1CCC12CC3CC(CC(C3)C1)C2
→ 3.4	1.9	13.3	6.0	-0.1	0.3	-6.7	·
- Cc1cc(NC(=O)c2ccccc2F)n(C(C)(C)C)n1
→ ·	-11.1	-1.7	0.4	33.8*	0.0	-9.0	·
- Cc1ncc(CN2CCN(CCc3ccccc3)C(CCO)C2)s1 (configuration not stated)
→ 6.2	7.8	0.0	4.1	·	0.1	-12.1	1.7
